# Source: PubChem BioAssay (several laboratories)
# PTEN del growth = growth suppression of PTEN-null HCT116, primary screen, cell-based, CellTiter-Glo; hit rate 1.2% among 140,000; HCT116 PTEN-null viability, 60 h; hits give low values; AID 827, 2007; viability, % at 10 µM;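 active = viability at or below a set limit, 4 SD under the median of all tested compounds, cut at about 3.7% in these data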;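 also: PTEN knockout HCT116 line with beta catenin targeted HCT116 as companion control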
# Phagocytosis inh = inhibitors of macrophage phagocytosis, primary screen, imaging, J774A.1 cells, IgG beads; inhibition, % at 5 µM; hit rate 0.07% among 110,000; J774A.1 macrophage IgG-bead phagocytosis;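 active = inhibition above the mean of the plate negative controls plus 5 SD, cut at about 13% in these data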;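 also: phagocytic index as fraction of beads internalized from green versus red external bead signal; plate controls were DMSO negative control for no effect and cytochalasin-D positive control for full effect; some results beyond the cut were filed as inactive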
# Yeast life ext = compounds extending yeast replicative lifespan, primary screen, S. cerevisiae, OD615 | S. cerevisiae growth with nicotinamide; deaD strain in restrictive glucose medium | hit rate 0.68% among 130,000 | inhibition of the nicotinamide effect, % at 10 µM;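 active = inhibition above a set limit, placed 3 SD over the median of all compounds, cut at about 26% in these data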;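 also: 0% = nicotinamide-treated wells and 100% = cells grown without nicotinamide; some compounds called inactive have numbers as strong as hits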
#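 assay system = DeaD-strain S. cerevisiae | measured by = absorbance at 615 nm | probe or stimulus = nicotinamide 1.5 mM | buffer or medium = CSMM-D glucose medium, restrictive | times = 48 h at 30 °C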
# BB579 growth dn = growth inhibitors of yeast BB579 in restrictive medium, primary screen, yeast lifespan-shortening project, S. cerevisiae; OD615, 48 h; inhibition, % at 10 µM; hit rate 0.51% among 140,000;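 active = inhibition above a set limit, 3 SD over the mean compound inhibition, cut at about 44% in these data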; also: inactives centre near -24
#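 Assay system – yeast BB579 (DeaD) · Dosing – single compound dose of 10 µM, 0.25% DMSO final · Detection – OD615 turbidity measurement · Buffer or medium – CSMM-D restrictive synthetic medium containing dextrose (glucose) · Benchmarks – positive control amphotericin B 10 µg/mL · Incubation – 48 h exposure, 30 °C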
# MRP-1 activ = H69AR viability gain despite doxorubicin, primary screen, MRP-1 activator project, H69AR cells, CellTiter-Glo; viability rescue; viability increase, % at 10 µM; hit rate 0.61% among 140,000;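 active = viability gain under doxorubicin at or above a set limit, the compound median plus 3 SD, cut at about 4.7% in these data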;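 also: MRP-1 overexpressing cells given doxorubicin 25 µM after compound pretreatment; 18-22 h compound pretreatment then 72 h with doxorubicin before readout; 0% = doxorubicin-only wells and 100% = vehicle-treated cells without doxorubicin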
# Measles CPE = compounds protecting cells from measles virus cytopathic effect, primary screen, measles RdRp inhibitor project, single point, MLSMR library, absorbance | hit rate 1.5% among 140,000 | protection (pct of control), % at 4 µM | Measles virus-infected cells, CPE protection; in the data active = protection mostly above about 24%, no sharp cut-off; inactive = mostly below about 26%; also: some compounds called inactive have numbers as strong as hits
# E-sel TNF inh = E-selectin induction blockers in HUVEC – imaging, immunofluorescence, high content, primary screen. HUVEC TNFa-induced E-selectin immunofluorescence. inhibition, % at 2 µM. hit rate 0.71% among 120,000;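 active = inhibition above the batch mean plus 3 SD, and confirmed as a hit on visual image review, cut at about 43% in these data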;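 also: 0% = TNF-stimulated DMSO wells and 100% = unstimulated control wells; not every result past the cut was called active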
# bCat KO growth = primary screen for growth suppressors in beta-catenin knockout HCT116 cells (colon tumor, human); HCT116 beta-catenin knockout viability, CellTiter-Glo, 60 h; hits give low values; viability, % at 10 µM; hit rate 1.5% among 140,000; AID 818, 2007;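 active = viability at or under a set limit, the compound median less 4 SD, cut at about 6% in these data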;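 also: 0% = Hyamine 1622 control at 20 µM and 100% = untreated cell control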
# NPY Y2 blocker = NPY-Y2 receptor antagonists, primary screen, cell-based | NPY-Y2 expressing cells, antagonist mode | hit rate 0.99% among 140,000 | Neuropeptide Y receptor type 2 (Homo sapiens), P49146 | inhibition, % at 2.7 µM; in the data active = inhibition above about 17%;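 also: 0% = vehicle with agonist challenge and 100% = reference antagonist with challenge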
# Target sequence (P49146 whole entry, looked up): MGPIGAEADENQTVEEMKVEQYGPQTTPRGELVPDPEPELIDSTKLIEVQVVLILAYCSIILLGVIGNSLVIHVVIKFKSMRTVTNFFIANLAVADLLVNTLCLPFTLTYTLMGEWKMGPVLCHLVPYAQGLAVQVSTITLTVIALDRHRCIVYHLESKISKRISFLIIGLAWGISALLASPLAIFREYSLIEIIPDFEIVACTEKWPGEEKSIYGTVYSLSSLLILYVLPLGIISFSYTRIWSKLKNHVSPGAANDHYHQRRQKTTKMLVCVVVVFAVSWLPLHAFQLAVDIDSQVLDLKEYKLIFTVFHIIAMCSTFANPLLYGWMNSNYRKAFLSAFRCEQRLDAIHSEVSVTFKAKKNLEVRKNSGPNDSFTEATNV
# GALR2 antag = GALR2 antagonists in receptor-expressing cells, primary screen; Galanin receptor type 2 (Homo sapiens), O43603; antagonist mode; inhibition, % at 4 µM; hit rate 0.39% among 140,000; in the data active = inhibition above about 27%;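 also: cells stimulated with galanin 1-16 at roughly its EC80; 0% = agonist challenge control and 100% = basal control without agonist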
# Target sequence (O43603 whole entry, looked up): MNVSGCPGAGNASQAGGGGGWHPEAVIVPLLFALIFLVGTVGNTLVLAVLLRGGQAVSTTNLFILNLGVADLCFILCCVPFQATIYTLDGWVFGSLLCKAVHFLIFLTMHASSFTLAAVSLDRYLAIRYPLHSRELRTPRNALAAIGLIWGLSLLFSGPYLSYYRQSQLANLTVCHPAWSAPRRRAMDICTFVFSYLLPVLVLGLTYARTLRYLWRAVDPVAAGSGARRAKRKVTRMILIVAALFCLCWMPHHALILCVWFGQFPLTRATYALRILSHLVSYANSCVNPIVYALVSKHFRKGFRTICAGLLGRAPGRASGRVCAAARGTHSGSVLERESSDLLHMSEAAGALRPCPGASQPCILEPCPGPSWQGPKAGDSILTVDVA
# Active calls of the source: *; · = not tested or not shown.
SMILES,PTEN del growth,Phagocytosis inh,Yeast life ext,BB579 growth dn,MRP-1 activ,Measles CPE,E-sel TNF inh,bCat KO growth,NPY Y2 blocker,GALR2 antag
O=S(=O)(CCc1nc2ccccc2[nH]1)c1ccc(Br)cc1,74.5,-4.2,7.3,-51.9,-5.3,14.0,·,80.4,2.4,-7.3
CCCCN(CC)C(=O)c1cccc(Cl)c1,98.1,7.0,-2.3,-37.2,-1.1,10.2,-1.4,93.8,2.1,2.0
COc1ccc(-c2csc(/C(C#N)=C/Nc3ccc4c(c3)OCCO4)n2)cc1,70.9,-6.1,0.1,-4.5,-2.7,4.8,·,73.5,3.9,-10.1
O=C(CSc1nc2ncccc2[nH]1)c1cccc([N+](=O)[O-])c1,94.7,-0.1,-4.3,-22.5,-0.9,11.7,·,85.5,1.3,7.0
O=C(NC(NNc1ccc([N+](=O)[O-])cc1)(C(F)(F)F)C(F)(F)F)c1ccccc1Cl,84.4,·,-13.5,-27.8,-0.3,4.7,-17.0,82.3,0.8,-3.7
Cc1c(O)c(=O)c2ccccc2n1C,87.6,·,4.9,-51.9,-0.4,2.2,·,89.5,1.3,6.6
c1ccc(NC2=Nc3ccccc3CS2)cc1,99.7,-0.9,-10.7,-81.9,1.9,12.3,-19.5,97.8,1.0,6.5
CC(=O)N(c1ccccc1)c1nc(C)cc(C)c1C#N,82.5,·,·,-13.9,-2.5,7.6,11.0,76.1,-0.2,12.8
COCCNS(=O)(=O)c1ccc(SC)cc1,103.0,-0.1,-11.4,-9.9,-3.2,1.9,-0.5,101.6,3.1,-17.6
Cc1ccc(-c2c(C(=O)N3CCOCC3)oc(=O)c3ccccc23)cc1,116.8,0.0,-1.1,-32.5,-3.5,17.9,·,94.1,2.8,-10.2
CC1(C)Cc2c(sc3[nH]c(=S)n(Cc4ccccc4)c(=O)c23)CO1,63.5,1.0,-6.2,-1.9,-1.7,3.2,1.3,54.7,2.4,24.6
CCOc1ccc(NCc2nnc(SCC(=O)Nc3cc(C)on3)n2-c2ccccc2OC)cc1,28.5,·,-5.5,-43.7,-4.7,8.8,-7.5,31.9,3.1,-8.2
O=C(NC(=S)NCc1ccc(-c2nc3ccccc3s2)cc1)c1ccco1,73.8,-9.2,-0.3,-17.5,-3.0,29.7,-1.3,71.0,-0.5,1.4
O=C1Nc2ccccc2OC1CC(=O)N1CCOCC1 (configuration not stated),100.4,-0.5,-2.8,-15.1,-0.2,26.3,7.7,96.5,2.1,8.2
CCn1c(NCc2cccs2)nc2ccccc21,101.5,-0.5,-4.3,-38.9,-0.8,7.3,-6.6,96.1,0.7,10.0
O=C(CN1CCN(c2ncc(C(F)(F)F)cc2Cl)CC1)NCCNc1ncc(C(F)(F)F)cc1Cl,73.7,-0.4,-24.8,92.7*,-4.7,4.3,·,79.4,3.9,-2.0
C/C(=N\NC(=O)c1cccc(F)c1)c1ccc(Br)s1,13.6,·,-13.4,-31.9,-1.1,3.1,38.4,12.1,1.0,8.9
COc1ccc(-c2noc(CCC(=O)Nc3nc4ccccc4s3)n2)cc1,99.7,-0.8,-4.2,-43.5,-2.6,21.2,10.5,95.0,1.9,-10.9
CN1C(=O)CC(Sc2ccccc2C(=O)O)C1=O (configuration not stated),89.8,·,-14.8,-8.5,-0.9,5.1,-9.3,86.0,0.1,-4.5
CCOC(=O)CNC(=O)c1cc(-c2ccc3c(c2)OCCO3)oc1C,102.6,-1.6,22.1,-74.3,-1.9,6.3,20.3,86.3,3.9,-6.1
Cc1noc(C)c1COC(=O)c1cc2c3ccccc3n(C)c2s1,71.8,-0.2,-12.4,-21.9,0.3,17.5,-2.7,66.1,6.5,11.7
Cc1cc(C)n(C(=O)C(C(=O)c2ccccc2)C(C)C)n1 (configuration not stated),91.3,3.8,12.6,-31.1,-0.4,1.2,4.4,92.3,1.9,-2.4
Cc1cnc(-c2nnc(N(C)C(=O)C3CCCO3)s2)cn1 (configuration not stated),101.0,-0.5,-9.7,16.0,-1.3,15.8,-10.4,96.0,0.0,4.2
Cc1ccc(CNC(=O)C2CCN(S(=O)(=O)N3CCOCC3)CC2)cc1,104.7,-1.4,-10.2,-3.2,1.1,11.1,1.8,97.2,1.7,0.0
COc1cc(-c2noc(-c3cccs3)n2)cc(OC)c1OC,85.3,·,-7.4,-34.6,-2.9,17.0,0.6,89.3,3.2,10.3
Nc1nnc(CSCc2ccc(Cl)cc2Cl)s1,86.2,-4.0,-6.7,-8.5,1.9,4.8,·,90.0,1.4,-3.0
Cc1cc(C)nc(-n2nc(C)cc2NC(=O)CN2CCC(C)CC2)n1,94.2,·,-7.8,-14.4,-2.7,3.5,14.4,80.9,5.1,-2.9
O=C(/C=C/Nc1ccccc1Br)c1ccccn1,37.0,1.6,-19.3,-9.3,-4.6,3.5,-1.9,37.2,4.9,-1.1
CCOCCCNC(=S)N1CCN(C(=O)C(=O)Nc2ccc(C(=O)OC)cc2)CC1,97.1,-9.5,-4.1,-3.8,-0.6,3.5,-2.0,101.0,1.5,-11.4
O=c1cc(-c2ccco2)nc(-c2cccs2)o1,·,-0.7,18.0,-24.3,-0.7,2.5,·,84.5,7.0,7.9
COC(=O)c1ccccc1NC(=O)Oc1ccc(C(C)C)cc1,99.9,·,-20.3,-23.7,-1.4,11.3,17.5,85.2,1.5,-2.4
Cc1cc(C)n(-c2nnc3n2N=C(c2ccccc2)CS3)n1,104.5,·,-6.9,-65.3,-1.0,13.6,-18.5,99.6,3.9,11.8
N#Cc1nc(-c2ccccc2F)oc1NCCN1CCOCC1,76.5,-0.4,-2.6,-44.8,-1.6,8.4,·,93.4,1.0,-4.0
Cn1c(CC(=O)Nc2ccccc2)nnc1SCC(=O)c1ccccc1,14.6,0.3,-3.4,-99.0,-2.4,8.1,0.1,16.5,2.4,6.5
CCOCCCNC(=O)C(NC(=O)c1ccc(=O)[nH]c1)c1ccccc1 (configuration not stated),105.8,-0.9,-9.0,-54.4,0.0,7.4,1.4,110.7,1.8,-7.6
Cc1nc(-c2ccc(C(=O)O)cc2)cs1,103.5,·,-12.6,18.2,1.9,15.9,-11.0,100.1,8.4,-4.7
COC(=O)c1ccc(C)c(NS(=O)(=O)c2ccc(NC(C)=O)cc2)c1,90.1,0.8,-14.7,-8.3,-1.2,4.9,·,93.6,0.8,6.9
O=C1c2ccccc2C(=O)c2c1ccc1c(=O)n(C3CCCCC3)[nH]c21,22.5,·,·,11.4,-6.7,7.8,-42.6,7.0,1.2,1.4
Cc1ccc(-n2c3nc(=O)[nH]c(=O)c-3cc3cc([N+](=O)[O-])ccc32)cc1C,10.9,0.7,-6.6,-24.5,-6.1,4.0,·,12.7,1.8,11.2
COC(=O)C1=C(C)N=C2SC(C)C(=O)N2C1/C=C/c1ccccc1OC (configuration not stated),86.0,-0.7,-7.6,-12.6,1.1,6.7,·,90.5,-1.0,5.0
O=C(Cn1cc2c(n1)CCCCC2)N1CCc2ccccc21,71.9,0.5,-0.8,-41.2,-3.5,2.5,·,62.6,0.0,-2.5
CSc1cccc(NC(=O)CN(Cc2ccc(Cl)cc2)S(C)(=O)=O)c1,65.7,-0.1,-9.4,2.6,-0.5,31.5,15.3,65.8,1.3,-7.6
Cc1ccc(C(=O)Oc2oc(-c3ccco3)nc2C=Nc2ccc(Cl)cc2)cc1,101.5,0.2,-17.2,-40.4,1.6,28.9,4.5,96.5,3.4,7.9
COc1ccc(CC(=O)N2CCc3ccccc32)cc1,105.1,·,·,-40.7,-1.5,4.3,21.3,100.5,0.7,4.7
CC(=Nc1ccccc1)C1=C(O)CSC1=O,111.2,-2.0,-2.9,-48.2,-0.8,19.1,-5.8,101.4,0.6,11.1
Cc1ccc(S(=O)(=O)N2C3C=CC(C3)C2C(=O)O)cc1 (configuration not stated),109.1,-0.6,-14.7,-48.8,-0.9,17.4,·,100.1,2.6,5.1
CCN1CCN(Cc2nc3c(c(=O)n(C)c(=O)n3C)n2Cc2cccc3ccccc23)CC1,82.2,-0.7,-5.6,-54.5,-4.4,2.9,-20.4,83.6,3.9,-8.4
O=C(c1ccc(S(=O)(=O)N2CCCCCC2)cc1)N1CCC(CN2C(=O)c3cccc4cccc(c34)C2=O)CC1,62.3,·,-6.1,-24.9,-5.4,1.6,0.2,70.1,-1.6,4.1
COc1ccc(C(=O)NC(=O)Nc2cc(C)ccn2)cc1,56.8,5.8,-9.3,-16.9,-4.3,8.7,·,49.1,1.9,8.5
O=C(c1cn(-c2ccccc2)nc1-c1cccnc1)N1CCCCC1,95.2,-0.5,-16.6,-49.8,-4.4,10.1,·,103.3,3.6,-6.7
Cc1cccc(N2CCN(S(=O)(=O)c3cnc[nH]3)CC2)c1C,82.3,-0.4,-6.5,2.1,0.4,-1.2,2.4,94.7,0.3,-11.4
CCn1c(SCc2nc(-c3ccccc3)no2)nc2ccccc21,96.2,0.3,-7.3,-10.4,2.1,11.3,12.3,85.6,6.7,6.9
Cc1no[n+]([O-])c1COc1ccccc1/C=C1\NC(=S)NC1=O,77.7,-0.6,-0.1,-17.3,-2.7,2.8,3.9,83.0,8.3,-5.1
COc1ccccc1NC(=O)Cc1nc(CCl)cs1,88.8,-0.8,-7.4,-11.7,-3.6,49.9,·,87.3,3.1,-3.0
CCOC(=O)C(NCCc1ccccc1F)(NC(=O)CC)C(F)(F)F (configuration not stated),94.9,-0.9,1.1,-27.5,-1.1,12.8,-8.6,98.4,3.0,4.2
Clc1cccc(/C(Cc2nc3ccccc3[nH]2)=N\Nc2ccccc2)c1,66.5,-7.0,1.9,-27.5,-5.2,19.2,15.9,71.9,-1.7,13.1
COc1ccccc1CNC(=O)c1ccccc1OCc1ccc(F)cc1,68.2,-16.7,-3.5,-12.7,1.2,·,·,73.6,9.8,2.7
CC(=O)c1sc(N/N=C\c2ccc(Br)cc2)nc1C,72.4,·,-7.7,-47.5,0.1,14.5,·,80.1,-2.9,-1.0
CCOC(=O)/C(C(=O)Nc1ccccc1Br)=C1/NC(C)(C)Cc2ccccc21,95.5,-6.4,0.2,-54.2,-1.9,13.7,12.2,89.2,0.3,4.0
COc1cc(C(=O)N(CCCO)Cc2cc3ccc(C)c(C)c3[nH]c2=O)cc(OC)c1OC,105.9,-1.8,-11.6,-9.1,-0.6,12.5,4.4,111.0,1.9,9.4
